# Screening results (PubChem BioAssay)
# GAA glycogen mod: qHTS Assay for Inhibitors and Activators of Human alpha-Glucosidase Cleavage of Glycogen. recombinant GAA, glycogen substrate, Amplex Red glucose oxidase fluorescence. Potency, µM (highest dose often 76.4 µM), without a hit: top-dose activity change, negative = inhibition, most hits filed as inhibitors. hit rate 0.38% among 300,000. AID 2100, 2009; active = well fitted inhibition curve with a large enough effect; inconclusive = small, poorly fitted or top-dose-only effect, or another doubt; inactive = no such curve, though single readings can be large or run the other way;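 also: 0% = full enzyme reaction and -100% = no-enzyme basal signal; the screen sought inhibitors and activators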
#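 Recombinant human enzyme (4 nM); glycogen substrate; 37 C, 40 min, pH 5.0. Readout: coupled glucose oxidase/Amplex Red fluorescence.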
# * hit, by the source's call; ? = inconclusive; [ ] = another dose, or the depositor's remark. Potency is read from the fitted curve at half-maximal effect. Not all compounds are listed (hit frequency here may not be typical).
GAA glycogen mod | Molecule
1% | COc1ccc(C(=O)CC(=O)C(=O)Nc2ccc(Cl)cc2)cc1
0% | Cc1ccnc(NC(=O)CCC(=O)N(CC(=O)NCc2ccccc2)Cc2ccc(F)cc2)c1
7%[76.3 µM] | O=C(COc1ccccc1F)NNC(=O)c1cccc(-n2cccc2)c1
-6%[76.3 µM] | CCOC(=O)c1ccccc1NC(=O)COC(=O)CN1C(=O)NC2(CCCC2)C1=O
10%[76.3 µM] | Cc1ccc(C(=O)NC2CCN(C(=O)Nc3ccc(F)cc3)CC2)cc1
2%[76.3 µM] | CCOC(=O)CC1(NC(=O)C2CCC(=O)N(C3CC3)C2)CCCCC1 (centres undefined)
0% | CCC(C)NC(=O)CSc1nnc(-c2cc(OC)c(OC)c(OC)c2)c(-c2cc(OC)c(OC)c(OC)c2)n1 (centres undefined)
-15%[76.3 µM] | CCOC(=O)C1=C(N)Oc2cc(O)ccc2C1c1ccc(Br)cc1 (centres undefined)
13%[76.3 µM] | CC(=O)c1ccccc1OCc1ccc(S(=O)(=O)Cc2ccccc2)cc1
-22% | O=C(NS(=O)(=O)Oc1ccccc1F)OC[C@@H]1CCCN2CCCCC12 (some centres undefined)
-8% | COc1ccccc1C(=O)NC(=S)Nc1ccc(Cc2ccncc2)cc1
-14%[76.3 µM] | CCOc1ccc(NC(=O)Cc2nnc(SCC(=O)N3CCOCC3)n2C)cc1
-9%[76.3 µM] | COc1ccccc1NC(=O)c1ccc(Cl)c(S(=O)(=O)N2CCCCC2)c1
-5%[76.3 µM] | Cc1ccc(S(=O)(=O)CCC(=O)NC2CCCC2)cc1
-4%[76.3 µM] | Cc1ccccc1C(=O)c1cccn1CC(=O)NCc1ccc(F)cc1
-1%[76.3 µM] | CSc1ccccc1OCc1cc(C(=O)N(C)C(C)c2nc(C)cs2)no1 (centres undefined)
1%[76.3 µM] | CC1(C)C[C@@H]2C[C@@](C)(CN2C(=O)c2cc(COc3cccc(C(F)(F)F)c3)on2)C1
1%[76.3 µM] | CN(C)C(=O)CCC(=O)N1CCCCC1C(=O)Nc1ccc(Oc2ccccc2F)cc1 (centres undefined)
5% | O=C(Nc1ccc2c(c1)OCCO2)C1CC(c2ccccc2Cl)=NO1 (centres undefined)
-7%[76.3 µM] | NS(=O)(=O)c1ccc(CCNC(=O)c2cc3ccccc3oc2=O)cc1
14% | CCOC(=O)C1CCCN(CC(O)COC(c2ccccc2)c2ccccc2)C1 (centres undefined)
-14%[76.3 µM] | O=C(CSc1ccc(-c2ccc(Br)cc2)nn1)NCC1CCCO1 (centres undefined)
-4% | COc1ccc(/C=C2\SC(=S)N(CCC(=O)Nc3ccccn3)C2=O)cc1OC
-1% | CC(C)(c1ccccc1)c1ccc(OCCN2CCOCC2)cc1
-10%[76.3 µM] | C=CCNC(=O)Cn1nnc(-c2ccc(-c3ccc(OC)cc3)cc2)n1
-9%[76.3 µM] | CC(=O)NC(CC(=O)N(Cc1ccccc1)c1cccc(C)c1)c1ccccc1 (centres undefined)
5% | O=C(N/N=C/c1ccc(Cl)cc1Cl)c1cccc(N2CCCC2=O)c1
-5%[76.3 µM] | Cc1cc2[nH]c(=O)c(=O)[nH]c2cc1S(=O)(=O)N1CCC(C)CC1
17%[76.3 µM] | O=[N+]([O-])c1ccc(-c2nnc(S)n2-c2ccccc2)cc1
-4%[76.3 µM] | COc1cc(NS(=O)(=O)c2ccc(NC(=O)c3ccc([N+](=O)[O-])cc3)cc2)ncn1

# 4 of the compounds above, field by field:
Molecule: CCOC(=O)C1CCCN(CC(O)COC(c2ccccc2)c2ccccc2)C1 (centres undefined)
- GAA glycogen mod = 14%

Molecule: O=C(CSc1ccc(-c2ccc(Br)cc2)nn1)NCC1CCCO1 (centres undefined)
- GAA glycogen mod = -14%[76.3 µM]

Molecule: COc1ccc(/C=C2\SC(=S)N(CCC(=O)Nc3ccccn3)C2=O)cc1OC
- GAA glycogen mod = -4%

Molecule: CC(C)(c1ccccc1)c1ccc(OCCN2CCOCC2)cc1
- GAA glycogen mod = -1%

# More entries.
GAA glycogen mod | Molecule
4%[76.3 µM] | Cc1cccc(NC(=O)Cc2c(F)cccc2Cl)n1
-10%[76.3 µM] | Cc1cccc(C(=O)Nc2ccc(S(=O)(=O)N3CCOCC3)cc2)c1[N+](=O)[O-]
? | CCn1ccc(C(=O)Nc2ccc3c(c2)CCC3)n1
-3% | CCOc1ccc2nc(NCCNC(=O)c3cc(OC)c(OC)c(OC)c3)c(C#N)cc2c1
-2%[76.3 µM] | CCOC(=O)[C@@H]1[C@H]2COc3ccccc3[C@H]2N2C(=O)N(c3cccc(F)c3)C(=O)[C@]12C
12%[76.3 µM] | Cc1cc(O)ccc1Nc1nc(-c2cccnc2)cs1
-1% | COc1ccc2c(c1)cc(C(=O)N[C@@H](CCSC)C(=O)N1CCC(C(=O)O)CC1)n2C
20%[76.3 µM] | NS(=O)(=O)OCCCc1ccccc1
9%[76.3 µM] | CCn1c(=O)c(C(=O)NCc2ccccc2)c(O)c2ccccc21
5% | COc1ccccc1N(CC(=O)NC1CCCC1)C(=O)CNC(=O)c1cccs1
3%[76.3 µM] | CCN(C(=O)COC(=O)CCS(=O)(=O)c1ccc(C)cc1)C1CCS(=O)(=O)C1 (centres undefined)
-26%[76.3 µM] | COc1c(C)cccc1C(=O)NC(=S)Nc1ccccc1N1CCCC1
2%[76.3 µM] | COc1ccc(CCNS(=O)(=O)c2cccc([N+](=O)[O-])c2)cc1
-5% | COc1ccc2nc3c(nc2c1)CCCC3
8%[76.3 µM] | C/C(=N\NC(=O)c1nnn(-c2nonc2N)c1-c1ccc2c(c1)OCO2)c1cccs1
? | COc1ccc(C(=O)NNC(=O)C(=O)/C=C(\O)c2ccc(C)cc2)cc1
12%[76.3 µM] | CC(=O)OCCc1[nH]c2ccccc2c1C
0%[76.3 µM] | Cc1ccc(NS(=O)(=O)c2ccc3c(c2)oc(=O)n3C)cc1
4% | CN1CCN(CC(O)Cn2c3ccccc3c3ccccc32)CC1 (centres undefined)
2%[76.3 µM] | COc1cccc(OC)c1C(=O)Nc1ccc(N2CCN(C(=O)c3cccs3)CC2)cc1
0%[76.3 µM] | COc1cccc(-c2c(C(=O)N/N=C/c3ccoc3)nnn2-c2nonc2N)c1
-3%[76.3 µM] | COC(=O)Nc1ccc2c(c1)N(C(=O)CCN(C)C)c1ccccc1CC2
3% | CCOC(=O)N1CCN(Cc2nc3cc(NC(=O)CC(C)C)ccc3n2C)CC1
6% | COc1cccc(NC(=S)N2CCC(c3ccc(C)cc3)C2)c1 (centres undefined)
4%[76.3 µM] | Cc1ccccc1C(=O)NC1CCCN(Cc2ccccc2F)C1 (centres undefined)
4% | CCC(C)c1ccccc1NC(=O)c1cc(C)no1 (centres undefined)
-2%[76.3 µM] | COC(=O)c1ccc(OCC(=O)N2CCCc3ccccc32)cc1
2%[76.3 µM] | COc1ccccc1C(=O)Nc1ccnn1C1CCN(C(=O)C(C)(C)C)CC1
8%[76.3 µM] | COc1cccc(CC(NC(C)=O)C(=O)NC2CCN(C(=O)NCc3ccccc3)CC2)c1 (centres undefined)
-7%[76.3 µM] | CC1CC(C)CN(CCCNS(=O)(=O)c2ccc3c(c2)CCN3C(=O)C2CC2)C1 (centres undefined)
-7%[76.3 µM] | COc1ccc(N2CCOCC2)c(NC(=O)c2ccc(Br)o2)c1
9% | O=C(CN(Cc1ccccc1)C(=O)c1csnn1)NCCc1ccccc1
-2% | O=C(CN1C(=O)NC2(CCCC2)C1=O)Nc1ccccc1C(F)(F)F
-4% | COc1cc(OC)c2cc(C(=O)N/N=C/c3ccccc3O)[nH]c2c1
6% | C=CCN(C(=O)c1csnn1)C(C(=O)NCc1ccccc1)c1c(F)cccc1Cl (centres undefined)
-1%[76.3 µM] | CCN1CCN(C(=O)CN(CC)S(=O)(=O)c2ccc(F)cc2)CC1
17%[76.3 µM] | Cc1cccc(C)c1OCC(=O)N(Cc1ccco1)C1CCS(=O)(=O)C1 (centres undefined)
12%[76.3 µM] | COC(=O)CCCC(=O)NCC1(N(C)Cc2ccccc2)Cc2ccccc2C1
-4% | COc1ccccc1OCCNC(=O)c1ccc(Br)cc1
8%[76.3 µM] | O=C(Nc1ccccc1)NC1(C(=O)N2CCC(O)CC2)CCCCC1
-4%[76.3 µM] | Cc1ccc(NS(=O)(=O)c2ccc(Cl)c(C(=O)Nc3cccc(C(=O)O)c3)c2)cc1
0% | CCOC(=O)CN1C(=O)C(=O)N(Cc2ccccc2F)C1=O
-4%[76.3 µM] | CCOc1ccc(S(=O)(=O)N2CCC(C(=O)NC3CCCC3)CC2)cc1
-14%[76.3 µM] | CCCc1cc(=O)[nH]c(NCCc2ccccc2)n1
8% | Cc1cc(OCC(O)CN2CCc3ccccc3C2)cc(C(C)C)c1 (centres undefined)
-7% | O=C(Nc1ccccc1C(=O)Nc1ccccc1)c1cccs1
-4% | CC(c1ccco1)N(C(=O)c1cccc(S(=O)(=O)N(C)C)c1)c1ccccn1 (centres undefined)
0% | O=C(CNCc1ccccc1)NCCCN1CCCC1=O
4% | COC(C(=O)N/N=C/c1ccc(OCC(=O)N2CCOCC2)cc1)c1ccccc1 (centres undefined)
-21%[76.3 µM] | COc1ccc(NC(=S)N2CCC(Cc3ccccc3)CC2)cc1
9% | COc1ccccc1N1CCN(C(=O)c2cc(-c3ccccc3)on2)CC1
12%[76.3 µM] | Cc1ccc(NC(=O)N2CCCC2C(=O)NCc2ccc3c(c2)OCO3)cc1 (centres undefined)
2% | CCOP(=O)(OCC)c1ccccc1OCP(C)(=O)COc1ccccc1P(=O)(OCC)OCC
3%[76.3 µM] | COc1ccc(C)cc1S(=O)(=O)n1c([N+](=O)[O-])cnc1C
-9% | O=C(c1c(F)cccc1F)N1CCN(c2ncc(Br)cn2)CC1
-6% | CC(=O)N1CCc2cc(S(=O)(=O)Nc3ccc(C)cc3C)ccc21
-1%[76.3 µM] | CC(C)c1nc2cc(C(=O)NC(C)c3cnn(C)c3)ccc2o1 (centres undefined)
-6%[76.3 µM] | CCCCc1cc(=O)oc2c(C)c(OCC(=O)N3C[C@H]4C[C@@H](C3)c3cccc(=O)n3C4)ccc12
-1%[76.3 µM] | COC(=O)c1ccc(N2CCN(C)CC2)c(NC(=O)c2ccc(Br)o2)c1
1%[76.3 µM] | Cc1cc(C)n(-c2ccc(NC(=O)C3CCCCN3C(=O)c3cccs3)cc2)n1 (centres undefined)

# Some of these compounds in order of formula weight, high to low:
GAA glycogen mod | Molecule
-4%[76.3 µM] | Cc1ccc(NS(=O)(=O)c2ccc(Cl)c(C(=O)Nc3cccc(C(=O)O)c3)c2)cc1
-9% | O=C(c1c(F)cccc1F)N1CCN(c2ncc(Br)cn2)CC1
-4%[76.3 µM] | CCOc1ccc(S(=O)(=O)N2CCC(C(=O)NC3CCCC3)CC2)cc1

# Further compounds follow.
GAA glycogen mod | Molecule
-1%[76.3 µM] | Cn1nc(C(C)(C)C)c([N+](=O)[O-])c1C(=O)NC1CCCCC1
3%[76.3 µM] | CCC(C)[C@H](NC(=O)C1CC(=O)N(c2ccc(OC)cc2)C1)C(=O)N1CCCCC1 (some centres undefined)
-14%[76.3 µM] | CCc1nc(N2CCN(CC(=O)NCC3CCCO3)CC2)c(C#N)c2c1COC(C)(C)C2 (centres undefined)
-10%[76.3 µM] | COc1cc(NS(=O)(=O)c2ccc(NC(=O)Cc3ccccc3)cc2)nc(OC)n1
-1% | Cc1cccc(NC(=O)c2ccc(S(=O)(=O)N3CCOCC3)cc2)c1C
3% | Cc1cccc(C)c1NC(=O)[C@@]1(CC(=O)O)CC(/C=C/c2ccccc2)=NO1
-8% | CCN(CC)c1nc2ccccc2n(Cc2cccc(OC)c2)c1=O
1%[76.3 µM] | COc1ccc2oc(C(=O)NCC3CCCO3)c(C)c2c1 (centres undefined)
-16%[76.3 µM] | COc1cc(NC(=O)COC(=O)CCCC2=NS(=O)(=O)c3ccccc3N2)cc(OC)c1
-1% | COc1ccc(Br)cc1/C=C/c1ccc2cccc(O)c2n1
4%[76.3 µM] | O=C(O)c1[nH]c2ccccc2c1C(c1ccccc1)c1c(C(=O)O)[nH]c2ccccc12
0% | CCOC(=O)CC1C(=O)NCCN1C(=O)c1ccc(Cl)cc1Cl (centres undefined)
16%[76.3 µM] | O=C(O)C1C2C=CC(O2)C1C(=O)Nc1cccc(C(F)(F)F)c1 (centres undefined)
-7%[76.3 µM] | COc1ccc(COC(=O)C2CC(=O)N(Cc3ccc(C)cc3)C2)cc1 (centres undefined)
14% | COc1ccc(Cl)cc1NC(=O)CN1CCN(S(=O)(=O)N2CCCCC2)CC1
4% | CC1CN(C(=O)COC(=O)c2ccc(S(=O)(=O)N(C)C)cc2)CC(C)O1 (centres undefined)
13%[76.3 µM] | CSc1ccc(CN2CCCN(C)CC2)cc1
5% | O=C(NC(Cc1ccccc1)C(=O)O)/C(=C/c1ccccc1)NC(=O)c1ccc(Br)o1 (centres undefined)
-17%[76.3 µM] | O=C(c1ccc(COc2ccc(Cl)cc2Cl)o1)N1CCCC1
-19%[76.3 µM] | Nc1cccc(Nc2ncnc3ccccc23)c1
-1%[76.3 µM] | CC(=O)c1cccc(OCc2cc(C(=O)N(C)Cc3ccc(C)o3)no2)c1
1%[76.3 µM] | O=C(O)CCN1C(=O)/C(=C2\C(=O)N(Cc3ccc(F)cc3)c3ccccc32)SC1=S

# Three compounds from above, arranged by the value under GAA glycogen mod, falling:
structure	GAA glycogen mod
COc1ccc(Cl)cc1NC(=O)CN1CCN(S(=O)(=O)N2CCCCC2)CC1	14%
Cc1cccc(C)c1NC(=O)[C@@]1(CC(=O)O)CC(/C=C/c2ccccc2)=NO1	3%
CCOC(=O)CC1C(=O)NCCN1C(=O)c1ccc(Cl)cc1Cl (centres undefined)	0%
